# Compound activity (PubChem BioAssay)
# uPA surface inh – blocks generation of uPA at the cell surface. 330,000 tested, 0.31% active. Potency, µM (doses to about 38.3 µM), for inactives: at the top dose activity change, negative = inhibition, usual class: inhibitors. AID 540303. cell surface uPA generation assay, qHTS; active means well fitted inhibition curve with a large enough effect; inconclusive means small, poorly fitted or top-dose-only effect; inactive means no such curve, though single readings can be large or run the other way; tested in mouse RAW 264.7 cells; further: on the % scale 0 is the no-effect control and ±100 the full control effect; nearly all actives have a fitted effect of over 55% in size
# BRCA1 expr act – BRCA1 expression activation; Potency, µM (titrated, usually from 46.1 µM), for the others: at the highest dose activation, usual class: activators; MCF7-BRCA1-FFLuc reporter, luminescence, 48 h; response scale: scaled: vehicle 0%, 10 µM genistein 100%; 380,000 tested, 1.1% active; further: nearly all actives have a fitted effect of over 80% in size; some results filed as inactive show a strong effect at the top dose
#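 Cells: MCF7-BRCA1-FFLuc, 2000/well. Exposure: 48 h, 37 °C, 5% CO2. Read: luminescence, 15 min post-substrate. Controls: genistein 10 microM (maximal activation), DMSO (neutral).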
# p53 reactivation – mutant p53 re-activation in reporter cells. H1299 p53-A138V BP100-luciferase reporter, luminescence, 24 h. Potency, µM (highest dose often 92.2 µM), for inactives: top-dose activity change, positive = activation, hits mostly activators. 320,000 tested, 0.063% active; further: % of control where 0% means no effect; nearly all actives have a fitted effect of over 45% in size
#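 H1299 (p53-null), stable ts p53-A138V + BP100-Luc; 1000 cells/well, Opti-MEM/10% FBS; cpd 4 pt, 1:5; 24 h, 37 deg C, 5% CO2; detection reagent 10 min RT; luminescence.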
# Gal4-VP16 FLuc – Gal4-VP16 reporter inhibition counter-screen. Drosophila S2 Gal4-VP16 UAS-luciferase, luminescence, 20 h. Potency, µM (doses to about 53.6 µM), without a hit: top-dose activity, negative = inhibition, actives largely listed as inhibitors. 310,000 tested, 3.5% active. AID 2546;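 further: Gal4-VP16 expression switched on by copper sulfate through the metallothionein promoter; on the % scale 0 is the no-effect control and ±100 the full control effect; nearly all actives have a fitted effect of over 50% in size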
# FLuc modulator – firefly luciferase modulation, counter-screen for miR-21 project; 360,000 tested, 6.9% active; purified FLuc, Km substrates, luminescence inhibition; P08659; Potency, µM (titrated, usually from 57.5 µM), for the others: top-dose activity change, negative = inhibition, hits mostly inhibitors;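 further: plate controls were vehicle for no effect and reference inhibitor for full effect; nearly all actives have a fitted effect of over 55% in size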
#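 Purified P. pyralis luciferase, 10 nM final, with Km-level 10 uM D-luciferin and 10 uM ATP in 50 mM Tris acetate pH 7.5, 10 mM Mg acetate, 0.01% Tween-20, 0.05% BSA; 6-point qHTS titration about 60 µM downward; luminescence read.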
# ELG1 genotox – inducers of genotoxicity in HEK293T ELG1-luciferase cells; Potency, µM (titrated, usually from 46 µM), without a hit: top-dose activity change, positive = activation, hits mostly activators; HEK293T ELG1-luciferase reporter, luminescence, 16 h; 330,000 tested, 1.3% active; further: % of control where 0% means no effect; nearly all actives have a fitted effect of over 60% in size
#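 Cells (2,000/well) expressing the ELG1-luciferase fusion are dosed by pin tool and kept 16 hr at 37 °C, 5% CO2. Signal comes from ONE-Glo luciferase reagent after 30 min at room temperature.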
# MBNL1-CUG inh – inhibitors of human MBNL1 binding to CUG repeat RNA; Q9NR56; TR-FRET MBNL1-His/biotin-(CUG)12 binding, 665/545 ratio; Potency, µM (top dose mostly 57.5 µM), inactives show at the highest dose activity change, negative = inhibition, most hits filed as inhibitors; 280,000 tested, 0.036% active; active means well fitted inhibition curve with a large enough effect in the signal ratio, with a control signal flat, not every such curve was filed as active; inconclusive means small, poorly fitted or top-dose-only effect, or effect the other way, or a change in a side signal; inactive means no such curve, though single readings can be large or run the other way; the % refers to the signal ratio; further: on the % scale 0 is the no-effect control and ±100 the full control effect
#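 Inhibition of protein-RNA binding appears as loss of TR-FRET between terbium anti-His antibody on MBNL1-His and streptavidin-XL665 on biotin-(CUG)12. Activity is normalized to buffer-only and uninhibited-complex controls.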
# NPC1 prom act – activates the NPC1 promoter; Huh7 NPC1 promoter luciferase reporter, 24 h; Potency, µM (doses to about 9.22 µM), for the others: at the highest dose activation, usual class: activators; 320,000 tested, 2.4% active; AID 485313;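 further: % of control where 0% means no effect; nearly all actives have a fitted effect of over 60% in size; reporter is driven by a mutant NPC1 promoter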
#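 Luminescence read-out of NPC1 promoter-driven luciferase in stably transfected Huh7 cells; compounds delivered in DMSO and left 24 h at 37C, 5% CO2, qHTS titration format.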
# RORg inh – blocks mouse ROR gamma transcriptional activity; P51450; Drosophila S2 Gal4-RORgamma UAS-luciferase reporter, 20 h; Potency, µM (titrated, usually from 53.6 µM), without a hit: at the highest dose activity change, negative = inhibition, hits mostly inhibitors; 310,000 tested, 5.4% active; further: on the % scale 0 is the no-effect control and ±100 the full control effect; nearly all actives have a fitted effect of over 60% in size
#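 Stable Schneider cell line, Gal4 DNA-binding domain fused to ROR gamma, UAS-luciferase. Cmpd 1 hr RT → CuSO4 700 uM final → 20 hr RT → luciferase reagent 10 min → luminescence.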
# Rab9 prom act – activates the Rab9 promoter. Huh7 Rab9 promoter-luciferase reporter, luminescence, 24 h. AID 485297. Potency, µM (highest dose often 9.22 µM), without a hit: top-dose activation, negative = inhibition, actives largely listed as activators. 320,000 tested, 2.8% active; further: % of control where 0% means no effect; nearly all actives have a fitted effect of over 60% in size
#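 Cell-based reporter: Huh7 stable for Rab9 promoter-driven luciferase, plated in reduced-serum medium with 10% FBS at 1500 cells/well, compound-treated 24 h at 37 °C, luminescence read after 10 min reagent.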
# MLL CXXC-DNA inh – blocks binding of human MLL CXXC domain to DNA. 290,000 tested, 0.037% active. MLL-CXXC / FITC-HOXA9 DNA fluorescence polarization. Potency, µM (top dose mostly 115 µM), for inactives: top-dose activity change, negative = inhibition, actives largely listed as inhibitors. AID 2662; active means well fitted inhibition curve with a large enough effect in the polarisation, with a control signal flat, not every such curve was filed as active; inconclusive means small, poorly fitted or top-dose-only effect, or effect the other way, or a change in a side signal; inactive means no such curve, though single readings can be large or run the other way; the % refers to the polarisation
# Target sequence (Q03164 whole entry, looked up, the tested form may be a part): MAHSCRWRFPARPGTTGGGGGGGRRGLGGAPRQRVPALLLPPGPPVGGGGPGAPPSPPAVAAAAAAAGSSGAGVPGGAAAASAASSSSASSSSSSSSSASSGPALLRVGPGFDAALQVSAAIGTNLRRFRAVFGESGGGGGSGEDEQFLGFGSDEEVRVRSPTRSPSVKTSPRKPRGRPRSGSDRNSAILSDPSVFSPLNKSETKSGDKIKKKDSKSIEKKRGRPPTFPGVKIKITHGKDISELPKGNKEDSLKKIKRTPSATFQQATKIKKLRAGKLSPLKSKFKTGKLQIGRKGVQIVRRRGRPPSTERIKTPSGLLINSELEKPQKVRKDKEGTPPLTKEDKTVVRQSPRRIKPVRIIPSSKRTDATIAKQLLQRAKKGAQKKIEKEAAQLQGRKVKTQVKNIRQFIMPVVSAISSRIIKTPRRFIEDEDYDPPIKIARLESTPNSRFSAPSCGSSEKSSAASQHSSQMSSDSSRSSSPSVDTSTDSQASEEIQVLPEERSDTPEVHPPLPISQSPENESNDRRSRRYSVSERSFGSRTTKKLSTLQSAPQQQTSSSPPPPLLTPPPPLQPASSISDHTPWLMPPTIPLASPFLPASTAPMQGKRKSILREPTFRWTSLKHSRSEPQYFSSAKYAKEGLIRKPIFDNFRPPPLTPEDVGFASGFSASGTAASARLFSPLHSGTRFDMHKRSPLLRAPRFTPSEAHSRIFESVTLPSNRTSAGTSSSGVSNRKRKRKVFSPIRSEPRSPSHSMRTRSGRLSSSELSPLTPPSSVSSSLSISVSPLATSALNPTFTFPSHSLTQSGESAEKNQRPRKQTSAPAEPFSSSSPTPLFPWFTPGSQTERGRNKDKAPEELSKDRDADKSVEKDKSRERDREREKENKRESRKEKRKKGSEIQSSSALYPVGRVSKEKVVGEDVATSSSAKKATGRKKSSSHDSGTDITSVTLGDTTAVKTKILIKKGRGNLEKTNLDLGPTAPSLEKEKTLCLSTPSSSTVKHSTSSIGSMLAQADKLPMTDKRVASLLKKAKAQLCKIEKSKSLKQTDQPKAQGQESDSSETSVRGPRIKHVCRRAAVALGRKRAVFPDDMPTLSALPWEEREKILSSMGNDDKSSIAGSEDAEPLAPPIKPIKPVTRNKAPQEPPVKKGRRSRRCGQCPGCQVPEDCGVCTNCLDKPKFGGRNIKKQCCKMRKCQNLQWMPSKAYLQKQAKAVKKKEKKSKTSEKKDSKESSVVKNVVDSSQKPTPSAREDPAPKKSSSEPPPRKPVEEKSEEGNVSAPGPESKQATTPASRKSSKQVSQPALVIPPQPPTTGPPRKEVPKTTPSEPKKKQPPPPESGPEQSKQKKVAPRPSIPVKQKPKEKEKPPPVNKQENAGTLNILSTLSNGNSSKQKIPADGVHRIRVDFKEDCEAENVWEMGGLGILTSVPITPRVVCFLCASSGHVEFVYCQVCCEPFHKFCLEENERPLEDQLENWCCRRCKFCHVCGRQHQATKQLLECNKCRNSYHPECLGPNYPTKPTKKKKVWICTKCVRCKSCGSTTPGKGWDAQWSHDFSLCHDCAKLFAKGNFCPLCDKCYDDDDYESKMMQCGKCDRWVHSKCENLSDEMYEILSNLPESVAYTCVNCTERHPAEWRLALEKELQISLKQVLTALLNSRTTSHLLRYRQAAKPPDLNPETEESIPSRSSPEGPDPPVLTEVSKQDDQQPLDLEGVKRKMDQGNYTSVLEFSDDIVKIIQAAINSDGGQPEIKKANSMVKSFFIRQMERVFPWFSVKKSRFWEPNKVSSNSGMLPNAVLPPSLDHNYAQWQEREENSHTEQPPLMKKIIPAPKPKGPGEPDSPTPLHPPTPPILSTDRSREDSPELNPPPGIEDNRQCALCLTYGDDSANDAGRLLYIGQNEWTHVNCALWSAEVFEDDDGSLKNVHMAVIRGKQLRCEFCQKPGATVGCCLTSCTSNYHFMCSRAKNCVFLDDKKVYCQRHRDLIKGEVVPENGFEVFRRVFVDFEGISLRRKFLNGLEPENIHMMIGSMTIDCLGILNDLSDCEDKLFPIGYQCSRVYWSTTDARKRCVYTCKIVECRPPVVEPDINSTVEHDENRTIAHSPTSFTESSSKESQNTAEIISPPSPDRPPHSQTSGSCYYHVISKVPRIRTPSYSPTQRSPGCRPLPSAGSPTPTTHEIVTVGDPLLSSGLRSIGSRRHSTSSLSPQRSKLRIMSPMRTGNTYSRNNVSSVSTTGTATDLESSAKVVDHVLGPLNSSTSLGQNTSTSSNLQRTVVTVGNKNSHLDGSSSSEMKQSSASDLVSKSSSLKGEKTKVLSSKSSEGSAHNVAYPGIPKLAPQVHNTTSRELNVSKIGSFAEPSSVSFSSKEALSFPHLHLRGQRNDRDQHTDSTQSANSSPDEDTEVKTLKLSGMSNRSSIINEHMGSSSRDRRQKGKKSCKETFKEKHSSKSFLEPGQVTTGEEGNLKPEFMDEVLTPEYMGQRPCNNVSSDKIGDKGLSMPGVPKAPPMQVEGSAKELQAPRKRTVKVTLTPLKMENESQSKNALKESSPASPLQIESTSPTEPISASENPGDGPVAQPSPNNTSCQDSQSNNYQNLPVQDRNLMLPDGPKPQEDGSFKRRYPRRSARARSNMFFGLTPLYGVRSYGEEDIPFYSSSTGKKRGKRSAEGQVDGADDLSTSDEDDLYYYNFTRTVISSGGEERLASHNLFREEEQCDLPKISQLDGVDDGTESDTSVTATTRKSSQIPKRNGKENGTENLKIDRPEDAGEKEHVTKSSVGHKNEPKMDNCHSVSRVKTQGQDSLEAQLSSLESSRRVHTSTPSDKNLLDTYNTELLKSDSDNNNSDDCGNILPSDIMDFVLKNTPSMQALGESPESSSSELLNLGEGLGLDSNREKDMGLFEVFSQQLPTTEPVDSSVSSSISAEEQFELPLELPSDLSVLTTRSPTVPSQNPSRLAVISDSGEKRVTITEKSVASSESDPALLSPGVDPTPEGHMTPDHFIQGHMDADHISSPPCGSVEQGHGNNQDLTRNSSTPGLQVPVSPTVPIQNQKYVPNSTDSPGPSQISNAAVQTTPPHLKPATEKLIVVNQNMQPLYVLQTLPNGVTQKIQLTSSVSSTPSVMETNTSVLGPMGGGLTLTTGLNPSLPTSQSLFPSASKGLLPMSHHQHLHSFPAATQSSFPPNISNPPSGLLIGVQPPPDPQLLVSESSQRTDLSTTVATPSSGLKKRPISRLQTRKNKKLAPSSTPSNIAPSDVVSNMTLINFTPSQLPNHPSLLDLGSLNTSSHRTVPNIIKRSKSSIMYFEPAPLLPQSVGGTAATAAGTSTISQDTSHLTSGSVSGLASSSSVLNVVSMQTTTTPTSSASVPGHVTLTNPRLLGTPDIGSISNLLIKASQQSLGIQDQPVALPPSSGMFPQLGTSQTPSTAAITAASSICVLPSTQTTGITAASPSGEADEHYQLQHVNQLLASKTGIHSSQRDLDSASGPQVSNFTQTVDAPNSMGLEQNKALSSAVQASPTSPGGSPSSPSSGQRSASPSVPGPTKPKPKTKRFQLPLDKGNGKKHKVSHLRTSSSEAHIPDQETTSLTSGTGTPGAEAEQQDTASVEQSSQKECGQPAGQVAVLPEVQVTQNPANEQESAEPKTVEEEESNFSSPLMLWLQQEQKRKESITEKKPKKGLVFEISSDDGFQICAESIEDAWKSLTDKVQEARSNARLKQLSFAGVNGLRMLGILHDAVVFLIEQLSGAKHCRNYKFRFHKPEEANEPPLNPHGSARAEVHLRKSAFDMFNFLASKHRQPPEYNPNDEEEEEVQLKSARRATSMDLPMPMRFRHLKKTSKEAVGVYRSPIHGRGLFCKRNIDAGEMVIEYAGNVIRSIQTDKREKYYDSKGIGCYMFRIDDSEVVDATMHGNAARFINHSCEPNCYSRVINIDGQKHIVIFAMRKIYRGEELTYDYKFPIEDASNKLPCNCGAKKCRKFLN
#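 Steps: dispense CXXC domain solution (7 uM) → pin compounds or unlabeled HOX-A9 DNA control → 5 min ambient → add FLSN-HOX-A9 solution (50 nM) → spin → 30 min ambient → fluorescence polarization. Tris pH 7.5/NaCl/DTT/BSA buffer.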
# An asterisk follows results filed as active; ? = inconclusive; nt = no result given; [ ] = remark or other dose. Unless noted, the call rests on the fitted dose curve; in most records, active means well fitted curve in the direction sought with a large enough effect; inconclusive means small, poorly fitted or top-dose-only effect, or another doubt; inactive means no such curve, though single readings can be large; an effect the other way counts as inactive or inconclusive. Potency means the concentration at half of the fitted maximal effect.
# Each structure is followed by: Rab9 prom act	MLL CXXC-DNA inh	Gal4-VP16 FLuc	FLuc modulator	uPA surface inh	NPC1 prom act	ELG1 genotox	RORg inh	p53 reactivation	MBNL1-CUG inh	BRCA1 expr act
COc1ccc(S(=O)(=O)N2CCCC2)cc1C(=O)N1CCCCC1
    7%	-4%	3%	4%	6%	-1%	-2%	-20%	-5%	3%	1%
CN=C1S/C(=C/c2cn(CC(=O)OC)c3ccccc23)C(=O)N1C
    -9%	2%	-11%	19µM*	-16%	25%	0%	-43%	1%	11%	-46%
O=C(CCn1nnnc1CN1CCOCC1)N1CCC(c2ccccc2F)C1 (stereo not given)
    0%	1%	-1%	0%	1%	-3%	3%	-22%	0%	0%	6%
COCC1CCN(Cc2cn(Cc3ccccc3)nc2-c2cc3ccccc3o2)CC1
    0%	10%	-17%	-2%	-12%	0%	-3%	25%	-1%	9%	-13%
O=C(c1ccc(OCc2cn3ccccc3n2)cc1)N1CCN(S(=O)(=O)c2ccccc2F)CC1
    14%	nt	nt	-13%	-17%	9%	-1%	nt	7%	nt	37%
Clc1ccc(-c2nnc(SCc3nc(-c4ccccc4)no3)o2)cc1
    3%	4%	10%	1%	-12%	-2%	-2%	20%	0%	-4%	3%
CCOC(=O)C1CCN(Cc2cccc(Oc3ccccc3)c2)CC1
    8%	-5%	0%	-1%	20%	-12%	-6%	13%	nt	-7%	-6%
COc1ccc(-n2nc(C(=O)NCC(=O)NCCCN3CCN(C)CC3)c3ccccc3c2=O)cc1
    0%	-3%	-1%	-1%	6%	-2%	-3%	-17%	-5%	?	-23%
COc1ccc(NC(=O)c2ccc(COCC(F)(F)C(F)F)cc2)cc1OC
    1%	-4%	3%	?	-1%	0%	-1%	44%	-10%	-9%	-2%
CS(=O)(=O)c1ccc2nc(NC(=O)CN3CCCCCC3)sc2c1
    4%	-2%	0%	2%	6%	-2%	3%	-7%	3%	-9%	1%
CC(=O)c1c(C)[nH]c(C(=O)COC(=O)C2CC2)c1C
    15%	5%	?	-13%	2%	-4%	6%	22%	2%	-2%	-17%
CCCC(=O)NC(=S)Nc1cccc(Cl)c1N1CCCCC1
    -8%	-3%	1µM*	-6%	nt	-7%	?	0.63µM*	?	-4%	-76%
Brc1ccc(NCc2nnc3n2CCCCC3)cc1
    5%	-5%	-6%	2%	-6%	0%	-6%	20%	12%	5%	1%
CC(C)NC(=O)C1CCN(C2CCN(Cc3nc4ccccc4s3)CC2)CC1
    1%	-3%	-5%	-1%	2%	-2%	-3%	-2%	-3%	-5%	-14%
O=C(CSc1nnc(-c2ccoc2)o1)N1CCOCC1
    -15%	1%	3%	-7%	3%	8%	-4%	-7%	-3%	-2%	0%
CC(=O)c1ccc(NC(=O)C(C)OC(=O)c2cccc(-n3cnnn3)c2)cc1 (stereo not given)
    -6%	nt	nt	2%	1%	-1%	-3%	nt	-1%	nt	-7%
Cc1nn(-c2ccccc2)c(Cl)c1/C=N/O
    0%	-1%	-4%	?	-11%	-6%	8%	9%	-10%	14%[11.5 µM]	50%
O=C1CC(C(=O)NC2CCCCC2)C(c2ccccc2)O1 (stereo not given)
    -4%	3%	nt	9%	4%	-4%	3%	5%[0.365 µM]	-13%	1%	41%
CC(C)c1ccc(NC2CCCN(C(=O)c3ccnn3C)C2)cc1 (stereo not given)
    0%	1%	-5%	1%	-2%	-1%	-2%	35%	10%	0%	-12%
O=C1C2C3C=CC(C3)C2C(=O)N1Nc1ccccc1 (stereo not given)
    9%	-7%	7%	0%	3%	-2%	0%	15%	3%	-8%	9%

# Entries listed so far printed as active in RORg inh.
molecule	Rab9 prom act	MLL CXXC-DNA inh	uPA surface inh	NPC1 prom act	RORg inh	p53 reactivation	BRCA1 expr act
CCCC(=O)NC(=S)Nc1cccc(Cl)c1N1CCCCC1	-8%	-3%	nt	-7%	0.63µM*	?	-76%

# (cont.)
# Each structure is followed by: Rab9 prom act	MLL CXXC-DNA inh	Gal4-VP16 FLuc	FLuc modulator	uPA surface inh	NPC1 prom act	ELG1 genotox	RORg inh	p53 reactivation	MBNL1-CUG inh	BRCA1 expr act
O=C(N[C@@H](Cc1ccccc1)C(=O)NCc1ccc(F)cc1)C1CCNCC1
    -3%	-1%	11%	0%	-2%	0%	2%	-21%	-17%	-4%	-17%
O=C(CCOc1ccccc1F)N1CCN(c2ccccc2O)CC1
    ?	1%	17%[10 µM]	?	2%	?	8%	?	13%	13%	11µM*
O=c1c2ccccc2nc(N2CCN(c3ccccc3)CC2)n1Cc1ccccc1
    4%	2%	2%	2%	-9%	-1%	-14%	28%	1%	2%	-17%
O=C(Nc1cccc(F)c1)C1CCN(C(=O)Cc2ccccc2)CC1
    10%	4%	8%	2%[2.3 µM]	-5%	-4%	0%	31%	-13%	-7%	4%
CCCCN(N=Nc1nonc1OC)c1nonc1OC
    0%	18%	1%	7%	2%	-2%	-2%	3%	-1%	0%	6%
Cc1cc(C)c(NC(=O)Cn2nnc(C(=O)NCc3ccco3)c2N)c(C)c1
    2%	11%	5%	0%	-4%	-1%	?	-19%	3%	-13%	1%
Cc1ccc(-c2csc(C(C#N)=C3CCCC3)n2)cc1
    4.5µM*	5%	-9%	2.7µM*	-2%	3.2µM*	?	-2%	22%	0%	?
COc1ccc(N2CC(C(=O)Nc3nnc(SCC(=O)N4CCCC4)s3)CC2=O)cc1 (stereo not given)
    -2%	-7%	0%	0%	8%	-2%	3%	10%	11%	-6%	-1%
COc1ccc(-c2noc(N3CCC(C(=O)Nc4ccc(OC)cc4OC)CC3)n2)cc1
    4%	nt	-7%	?	2%	1%	-1%	-22%	8%	6%	-25%
CCN(C(=O)COC(=O)CSc1ccc(F)cc1)c1c(N)n(Cc2ccccc2)c(=O)[nH]c1=O
    -1%	nt	nt	0%	-6%	3%	-3%	nt	1%	nt	6%
COc1cccc(/C(O)=C2/C(=O)C(=O)N(Cc3ccco3)C2c2ccncc2)c1 (stereo not given)
    -1%	-11%	-8%	5%	0%	-3%	0%	5%	-4%	?	0%
Cc1sc(NC(=O)C2C3CCC(O3)C2C(=O)O)nc1-c1ccc(CC(C)C)cc1 (stereo not given)
    20%	0%	-5%	15µM*	-9%	7%	?	-30%	?	-15%	?
O=C(Nc1nnc(SCC(=O)N2CCCC2)s1)C1CC(=O)N(c2ccc(F)cc2)C1 (stereo not given)
    -4%	-11%	9%	4%	4%	-6%	-4%	-5%	-7%	-8%	0%
CC(C)(C)c1ccc(CNC(=O)c2ccc3c(c2)NC(=O)CO3)cc1
    -2%	-3%	-10%	2%	-1%	0%	11%	11%	-1%	nt	-33%
NC(=O)COC(=O)c1cccc(NS(=O)(=O)/C=C/c2ccccc2)c1
    0%	-19%	-21%	-2%	-1%	-1%	-2%	?	?	-1%	-13%
Nc1nnc(SCc2nc3scc(-c4ccccc4)c3c(=O)[nH]2)s1
    -6%	6%	-3%	1%	12%	-4%	-8%	16%	12%	9%	7%
COCC(C)n1c(COc2ccccc2F)nnc1SCc1c(C)noc1C (stereo not given)
    0%	-2%	24%	1%	0%	1%	4%	-41%	-4%	14%	-13%
CC(=O)Nc1nc(C)c(S(N)(=O)=O)s1
    -4%	-3%	-3%	5%	1%	2%	2%	1%	-21%	-2%	-3%
N/C(CC(=O)Nc1ccc(F)cc1)=N\O
    -4%	1%	-3%	2%	2%	0%	-2%	-2%	10%	6%	-3%
O=C1c2ccccc2C(=O)N1CCCCSc1nnc2c(Cl)cc(Cl)cn12
    4%	9%	0%	4%	-1%	3%	1%	19%	-3%	?	1%
O=C(c1c(Cl)cccc1Cl)N1CCCCCC1
    -1%	-9%	-14%	3%	-2%	?	-5%	-12%	-2%	-7%	3%
CCCNC(=O)c1cc(Cl)c(NC(=O)C2=C(C)OCCS2)cc1OC
    3%	0%	25%	?	-4%	-1%	-7%	22%	0%	1%	39%
COc1ccc(C(=O)NCC(=O)O)cc1
    nt	0%	0%	1%	2%	nt	nt	2%	nt	4%	0%
CN1CCN(C(=O)C2=C[C@@H](c3ccc(C(F)(F)F)cc3)C[C@@H](OCCCCO)O2)CC1
    9%	4%	1%	-3%	-8%	0%	-1%	?	0%	2%	-2%
CCc1ccc(NC(=O)CSc2nnc(-c3ccco3)o2)cc1
    2%	8%	0%	-1%	2%	3%	9%	1%	-1%	0%	16%

# The list is partial; count on the stated rates, not on these rows.
